Source: PubChem BioAssay
Pf Dd2 growth: P. falciparum Dd2 growth inhibitors, primary screen, SYBR Green fluorescence, single dose replicates; 72 h; active compounds read low; activity change, % at 10 µM; 94,000 tested, 2.3% active; in the data active = activity change below about -80%
C diff HTS: C. difficile growth inhibitors, primary screen, HTS. Clostridium difficile clinical isolate growth, OD600, 24 h; active compounds read low. growth activity, negative = inhibition, % at 16 µg/mL (by protocol). 86,000 tested, 0.25% active. AID 1259249, 2017;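 active = mean growth activity at or below -80% and every replicate also at or below -80%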;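 also: 0% = DMSO wells and -100% = levofloxacin 16 µg/mL wells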
Tcruzi prolif: T. cruzi intracellular proliferation inhibitors, primary screen, cell-based, beta-gal Tulahuen parasites, NIH3T3 host, luminescence; T. cruzi beta-gal in NIH3T3, GalScreen luminescence, 90 h; inhibition, % at 8.34 µM; 77,000 tested, 5.9% active;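 active = mean inhibition above about 93%, with at least 55% of replicates each passing it, limit read from the data, passing the limit was not always enough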
GASC1 inh: inhibitors of GASC-1 (KDM4C) histone demethylase, primary screen, biochemical, single concentration HTS. 96,000 tested, 0.15% active. GST-KDM4C 2-372, H3K9me3 peptide, LANCE TR-FRET. inhibition, % at 12.5 µM;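 active = mean replicate inhibition above about 25%, with at least 55% of replicates also reaching it, limit read from the data, passing the limit was not always enough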
Target sequence (Q9H3R0 2-372 limits assumed): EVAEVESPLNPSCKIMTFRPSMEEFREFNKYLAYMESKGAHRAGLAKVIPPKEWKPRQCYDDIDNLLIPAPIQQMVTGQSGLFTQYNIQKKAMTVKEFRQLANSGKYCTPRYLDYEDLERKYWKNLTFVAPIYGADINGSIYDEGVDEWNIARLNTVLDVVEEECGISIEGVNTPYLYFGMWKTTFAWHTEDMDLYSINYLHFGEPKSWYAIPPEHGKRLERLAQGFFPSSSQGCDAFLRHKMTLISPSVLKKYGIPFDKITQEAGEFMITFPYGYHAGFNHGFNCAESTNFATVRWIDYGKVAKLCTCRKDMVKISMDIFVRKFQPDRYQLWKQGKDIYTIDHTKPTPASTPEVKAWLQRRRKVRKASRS
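Compound: one test concentration per compound; Material: GST-GASC-1 enzyme fragment 2-372; Amount: GASC-1 enzyme at 10 nM final in reaction; Also added: H3K9me3 peptide substrate, Fe(II), 2-oxoglutarate; Technique: LANCE TR-FRET; Times: 30 min demethylation and 1 h detection at room temperature.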
* = called active by the depositor; . = not tested or not shown.

Structure | Pf Dd2 growth | C diff HTS | Tcruzi prolif | GASC1 inh
CN(C)CC(=O)N[C@@H]1C=C[C@H](CC(=O)NCc2ccc(Cl)cc2)O[C@H]1CO | 2 | -1 | 6 | 0.8
C[C@@H](NC(=O)[C@@H]1[C@@H](CO)[C@@H]2Cn3c(ccc(-c4cccnc4)c3=O)[C@H]1N2C)c1ccccc1 | 7 | 3 | 30 | -3.2
C[C@H]1CN([C@@H](C)CO)C(=O)c2cccc(NC(=O)CCCCCC(=O)Nc3ccccc3N)c2O[C@H]1CN(C)C(=O)Nc1ccc(F)cc1 | -59 | -2 | . | 0.5
O=C(C1CCCC1)N1C[C@@H]2[C@H](c3ccccc31)[C@@H](CO)N2C(=O)c1cccnc1 | 18 | -4 | 39 | 1.5
O=C(C[C@H]1C[C@H]2c3cc(NC(=O)C4CCOCC4)ccc3O[C@H]2[C@H](CO)O1)NCc1ccc(Cl)cc1 | 4 | 3 | 47 | -3.4
C[C@@H]1CN([C@H](C)CO)S(=O)(=O)c2ccc(-c3ccccc3F)cc2O[C@@H]1CN(C)C(=O)C1CC1 | 13 | -15 | 51 | 0.9
C[C@@H]1CN([C@@H](C)CO)C(=O)c2c(c3ccccc3n2C)-c2ccccc2CO[C@H]1CN(C)C(=O)Nc1cccc(F)c1 | 47 | . | -24 | -2.0
COc1ccc(S(=O)(=O)Nc2ccc3c(c2)C(=O)N([C@@H](C)CO)C[C@@H](C)[C@H](CN(C)C(=O)Nc2ccc4c(c2)OCO4)OCCCC[C@H](C)O3)cc1 | 2 | -4 | 44 | 1.0
CO[C@@H]1CN(C)C(=O)c2ccc(NC(=O)Nc3cccc(Cl)c3)cc2OC[C@H](C)N(C(=O)Nc2c(C)noc2C)C[C@@H]1C | . | . | 50 | -1.9
C[C@@H]1CN([C@H](C)CO)C(=O)c2cc(NC(=O)Cn3cnnn3)ccc2O[C@@H]1CN(C)Cc1ccc(C(=O)O)cc1 | 8 | . | -71 | -0.3
C[C@H]1CN([C@@H](C)CO)C(=O)c2cc(NC(=O)Cn3cnnn3)ccc2O[C@H]1CN(C)C(=O)Nc1cccc2ccccc12 | 11 | -2 | 76 | 1.0
C[C@H](CO)N1C[C@H](C)[C@H](CN(C)C(=O)NC2CCCCC2)Oc2ccc(NC(=O)Nc3ccc(F)cc3)cc2CC1=O | 1 | -3 | -10 | 4.1
C[C@@H]1CN([C@@H](C)CO)C(=O)Cc2cc(NS(=O)(=O)c3cn(C)cn3)ccc2O[C@H]1CN(C)S(C)(=O)=O | 9 | -1 | 3 | 6.0
COc1ccc(NC(=O)Nc2ccc3c(c2)C(=O)N([C@@H](C)CO)C[C@H](C)[C@H](CN(C)Cc2ccc(C(F)(F)F)cc2)O3)cc1 | 0 | 3 | 60 | -0.3
CNC[C@H]1Oc2ccc(NC(=O)Nc3ccc(C(F)(F)F)cc3)cc2CC(=O)N([C@@H](C)CO)C[C@@H]1C | 6 | 7 | 1 | 0.3

Some of the entries so far, with values under each structure:
Each structure is followed by: Pf Dd2 growth | C diff HTS | Tcruzi prolif | GASC1 inh
C[C@@H]1CN([C@@H](C)CO)C(=O)c2c(c3ccccc3n2C)-c2ccccc2CO[C@H]1CN(C)C(=O)Nc1cccc(F)c1
    47 | . | -24 | -2.0
COc1ccc(S(=O)(=O)Nc2ccc3c(c2)C(=O)N([C@@H](C)CO)C[C@@H](C)[C@H](CN(C)C(=O)Nc2ccc4c(c2)OCO4)OCCCC[C@H](C)O3)cc1
    2 | -4 | 44 | 1.0

Continuation.
Structure | Pf Dd2 growth | C diff HTS | Tcruzi prolif | GASC1 inh
C[C@H]1CN([C@@H](C)CO)S(=O)(=O)c2ccc(C#CCC3CCCC3)cc2O[C@@H]1CN(C)C | -55 | 31 | 73 | .
COc1ccc(NC(=O)N(C)C[C@H]2Oc3c(cccc3N(C)C)C(=O)N([C@H](C)CO)C[C@H]2C)cc1 | -3 | 0 | -14 | -2.3
C[C@@H]1CN([C@@H](C)CO)C(=O)c2cc(NC(=O)Nc3ccc(F)cc3)ccc2O[C@@H]1CN(C)Cc1ccccc1 | -3 | 36 | 31 | -1.4
CC(C)N(C[C@H]1N[C@H](CO)[C@@H]1c1ccc(C2=CCCC2)cc1)C(=O)CN(C)C | -78 | 2 | . | 9.8
O=C(C[C@H]1C[C@H]2c3cc(NC(=O)C4CCC4)ccc3O[C@H]2[C@H](CO)O1)NC1CCCCC1 | 16 | . | -28 | 2.1
CC(C)c1cn(CC[C@H]2CC[C@@H](NC(=O)C3CCCCC3)[C@@H](CO)O2)nn1 | . | -3 | . | -0.3
CCCNC(=O)C[C@H]1CC[C@@H]2[C@@H](COc3ccc(NC(=O)c4cscn4)cc3C(=O)N2C)O1 | 11 | 3 | -1 | 0.3
O=C(CC1CC1)N1CC2(C1)[C@@H](c1ccccc1)[C@H](CO)N2Cc1ccc(F)cc1 | -61 | -5 | . | -3.5
CC(C)C#Cc1ccc2c(c1)O[C@@H](CN(C)C(=O)c1ccncc1)[C@H](C)CN([C@H](C)CO)S2(=O)=O | 39 | 2 | 91 | -0.5
COc1ccc(NC(=O)Nc2cccc3c2O[C@H](CN(C)Cc2ccc(Cl)c(Cl)c2)[C@@H](C)CN([C@@H](C)CO)C3=O)cc1 | -34 | 10 | 60 | 0.6
CN1CCCCN2[C@H](CO)[C@@H](c3ccc(C#Cc4ccccc4F)cc3)[C@@H]2C1 | -34 | 0 | 82 | -2.3
O=C(C[C@@H]1CC[C@H](NC(=O)Cc2cccnc2)[C@H](CO)O1)Nc1ccccc1 | 11 | -1 | . | 0.6
Cc1noc(C)c1NC(=O)N[C@H]1CC[C@@H](CC(=O)N2CCCCC2)O[C@H]1CO | -1 | 5 | -19 | -0.2
C[C@H](CO)N1C[C@H](C)[C@H](CN(C)Cc2ccc(-c3ccccc3)cc2)Oc2ccc(NC(=O)CCN3CCOCC3)cc2C1=O | -1 | 1 | -21 | -1.0
C[C@@H]1CN([C@@H](C)CO)C(=O)c2cc(-c3cccc(C#N)c3)cnc2O[C@@H]1CN(C)Cc1ccccc1 | 8 | -2 | 49 | -1.4

Single entries from the results shown:
C[C@@H]1CN([C@@H](C)CO)C(=O)c2cc(NC(=O)Nc3ccc(F)cc3)ccc2O[C@@H]1CN(C)Cc1ccccc1 in Pf Dd2 growth reads -3
C[C@H](CO)N1C[C@H](C)[C@H](CN(C)Cc2ccc(-c3ccccc3)cc2)Oc2ccc(NC(=O)CCN3CCOCC3)cc2C1=O in Tcruzi prolif reads -21
O=C(C[C@H]1C[C@H]2c3cc(NC(=O)C4CCC4)ccc3O[C@H]2[C@H](CO)O1)NC1CCCCC1 in Pf Dd2 growth reads 16
C[C@@H]1CN([C@@H](C)CO)C(=O)c2cc(-c3cccc(C#N)c3)cnc2O[C@@H]1CN(C)Cc1ccccc1 in GASC1 inh reads -1.4
O=C(C[C@@H]1CC[C@H](NC(=O)Cc2cccnc2)[C@H](CO)O1)Nc1ccccc1 in GASC1 inh reads 0.6
Cc1noc(C)c1NC(=O)N[C@H]1CC[C@@H](CC(=O)N2CCCCC2)O[C@H]1CO in Tcruzi prolif reads -19

(listing goes on)
Structure | Pf Dd2 growth | C diff HTS | Tcruzi prolif | GASC1 inh
O=C(Nc1ccccc1F)N1CCCCN2[C@@H](CO)[C@@H](c3ccc(C#Cc4ccccc4)cc3)[C@@H]2C1 | -89* | 33 | -41 | -1.7
COc1ccc(NC(=O)Nc2ccc3c(c2)C(=O)N([C@H](C)CO)C[C@@H](C)[C@H](CN(C)Cc2ccc4c(c2)OCO4)O3)cc1 | -3 | -5 | 22 | -1.1
C[C@H](O)C#Cc1ccc([C@H]2[C@H](CO)N3CCCCN(CC4CCOCC4)C[C@@H]23)cc1 | -25 | -5 | -5 | 0.0
O=C(Cc1ccncc1)N1CC[C@@H]2[C@H](CO)Nc3ccc(Br)cc3[C@@H]21 | 4 | -7 | 7 | -0.4
CCCNC(=O)C[C@H]1CC[C@@H]2[C@H](COc3ccc(NC(=O)c4ccc5c(c4)OCO5)cc3C(=O)N2C)O1 | -2 | 5 | 1 | -2.2
COc1ccc(S(=O)(=O)Nc2ccc3c(c2)C(=O)N([C@@H](C)CO)C[C@@H](C)[C@H](CN(C)S(=O)(=O)c2ccccc2)O3)cc1 | 3 | -6 | -51 | 0.0
C[C@H](CO)N1C[C@H](C)[C@@H](CN(C)S(C)(=O)=O)Oc2ccc(NS(=O)(=O)c3ccccc3)cc2CC1=O | 22 | -9 | 20 | 1.2
C[C@@H]1CN([C@H](C)CO)C(=O)c2cc(/C=C/c3ccccc3)cnc2O[C@@H]1CN(C)C(=O)CN(C)C | -18 | 2 | . | -0.1
O=C(C[C@H]1C[C@@H]2c3cc(NC(=O)C4CCOCC4)ccc3O[C@@H]2[C@@H](CO)O1)NCc1cccnc1 | 32 | -4 | -16 | 1.1
CC(=O)N(C)C[C@@H]1OCc2ccccc2-c2c(n(C)c3ccccc23)C(=O)N([C@@H](C)CO)C[C@H]1C | 40 | . | -36 | -1.4
COCC(=O)N1[C@H](C#N)[C@@H](c2ccc(C#CCC3CCCC3)cc2)[C@H]1CO | 1 | -9 | 59 | -0.4
COCCNC(=O)C[C@H]1CC[C@@H]2[C@@H](COc3ccc(NS(=O)(=O)c4ccc(Cl)cc4)cc3C(=O)N2C)O1 | 6 | -1 | 16 | -1.1
CC(=O)N(C)C[C@H]1Oc2cc(-c3ccccc3F)ccc2S(=O)(=O)N([C@H](C)CO)C[C@H]1C | 53 | 0 | 12 | 1.6
C[C@@H]1CCCCO[C@H](CN(C)C(=O)c2ccccc2)[C@H](C)CN([C@@H](C)CO)C(=O)c2cc(NC(=O)c3ccncc3)ccc2O1 | -63 | 1 | 26 | 0.9
O=C(C[C@@H]1CC[C@H]2[C@@H](COC[C@@H](O)CN2C(=O)c2cnccn2)O1)NCc1ccc(Cl)cc1 | 7 | . | -8 | -3.6

Brought forward from above: 2 entries, followed by the next part.
smiles | Pf Dd2 growth | C diff HTS | Tcruzi prolif | GASC1 inh
C[C@@H]1CCCCO[C@H](CN(C)C(=O)c2ccccc2)[C@H](C)CN([C@@H](C)CO)C(=O)c2cc(NC(=O)c3ccncc3)ccc2O1 | -63 | 1 | 26 | 0.9
O=C(C[C@@H]1CC[C@H]2[C@@H](COC[C@@H](O)CN2C(=O)c2cnccn2)O1)NCc1ccc(Cl)cc1 | 7 | . | -8 | -3.6
OC[C@@H]1[C@@H](c2ccccc2)[C@@H](CNCC2CCC2)N1CC1CC1 | -22 | 26 | 57 | -1.2
C[C@@H]1CN([C@@H](C)CO)C(=O)Cc2cc(NC(=O)Nc3ccc4c(c3)OCO4)ccc2O[C@H]1CN(C)Cc1ccncc1 | 2 | 3 | . | 0.6
C(=C\c1ccc(C2[C@H]3CNC[C@@H]2N3CC2CCOCC2)cc1)/c1ccccc1 (some centres not stated) | -1 | -10 | . | -0.4
CO[C@H]1CN(C)C(=O)c2cc(NC(=O)Nc3cccc(Cl)c3)ccc2OC[C@H](C)NC[C@H]1C | -77 | . | 42 | -0.4
C[C@H]1CN([C@@H](C)CO)C(=O)c2cc(NC(=O)Nc3cccc4ccccc34)ccc2O[C@@H]1CN(C)Cc1ccc(Cl)c(Cl)c1 | -24 | -2 | 101 | -0.6
CC(C)C#Cc1ccc([C@H]2[C@H]3CN(C(=O)NC4CCCCC4)CC(=O)N3[C@H]2CO)cc1 | 9 | -5 | . | 17
C[C@@H]1CN([C@H](C)CO)C(=O)c2cc(-c3cncnc3)cnc2O[C@H]1CN(C)Cc1ccccc1 | 18 | -5 | 26 | 0.2
O=C(C[C@@H]1C=C[C@H](NC(=O)Nc2cccc(F)c2)[C@@H](CO)O1)NCC1CCCCC1 | 4 | . | -82 | -1.1
C[C@H](CO)N1C[C@H](C)[C@H](CN(C)C(=O)C2CC2)Oc2cc(C#CC(C)(C)O)ccc2S1(=O)=O | 16 | . | -7 | -1.8
Cc1ccc(-c2cnc3c(c2)C(=O)N([C@H](C)CO)C[C@@H](C)[C@H](CN(C)C(=O)c2cccnc2)O3)cc1 | -24 | 1 | -6 | -1.6

Whole records as entered above. Screens in order: Pf Dd2 growth | C diff HTS | Tcruzi prolif | GASC1 inh
`C[C@H](CO)N1C[C@H](C)[C@H](CN(C)C(=O)NC2CCCCC2)Oc2ccc(NC(=O)Nc3ccc(F)cc3)cc2CC1=O` is listed with 1 | -3 | -10 | 4.1
`C[C@@H]1CN([C@H](C)CO)C(=O)c2cc(-c3cncnc3)cnc2O[C@H]1CN(C)Cc1ccccc1` is listed with 18 | -5 | 26 | 0.2
